Source: PubChem (National Center for Advancing Translational Sciences (NCATS))
TSG101-PTAP inh = inhibitors of HIV-1 PTAP binding to human TSG101, validation; Q99816; Fluorescence polarization, FITC-PTAP peptide/Tsg101, 20 min; Potency, µM (series often up to 115 µM), for inactives: top-dose activity change, negative = inhibition, hits mostly inhibitors; 44,000 tested, under 10 active; AID 1347069; note: potency is the fitted concentration of half-maximal effect; 0% is about no effect
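Read-out is FITC fluorescence polarization. Compounds were added to Tsg101 binding domain (10 uM final), then FITC-PTAP peptide (50 nM final), 20 min at r.t. Total S+P intensity flags fluorescent compounds.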
FH mod = Identification of activators of human fumarate hydratase by quantitative high-throughput screening; Potency, µM (highest dose often 79.9 µM), without a hit: at the top dose activity change, negative = inhibition, most hits filed as inhibitors; actives 0.22% (n = 54,000); FH coupled MDH/diaphorase resazurin fluorescence, 15 min; note: potency is the fitted concentration of half-maximal effect; % is set by controls: 0 for no effect and ±100 for the full control effect; the screen sought activators but most active calls are inhibition curves; nearly all actives have a fitted effect of over 45% in size
B2AR arrestin ag = ADRB2 beta-arrestin recruitment. HTLA Tango cells, beta-arrestin recruitment, luciferase luminescence, 18 h. P07550. 44,000 tested, under 10 active. AID 1347077. Potency, µM (series often up to 46.1 µM), for the others: at the highest dose activation, actives largely listed as activators;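 note: potency is the fitted concentration of half-maximal effect; 0% = DMSO and full agonism = EC100 isoproterenol or metaproterenol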
Target sequence (P07550 whole entry, looked up): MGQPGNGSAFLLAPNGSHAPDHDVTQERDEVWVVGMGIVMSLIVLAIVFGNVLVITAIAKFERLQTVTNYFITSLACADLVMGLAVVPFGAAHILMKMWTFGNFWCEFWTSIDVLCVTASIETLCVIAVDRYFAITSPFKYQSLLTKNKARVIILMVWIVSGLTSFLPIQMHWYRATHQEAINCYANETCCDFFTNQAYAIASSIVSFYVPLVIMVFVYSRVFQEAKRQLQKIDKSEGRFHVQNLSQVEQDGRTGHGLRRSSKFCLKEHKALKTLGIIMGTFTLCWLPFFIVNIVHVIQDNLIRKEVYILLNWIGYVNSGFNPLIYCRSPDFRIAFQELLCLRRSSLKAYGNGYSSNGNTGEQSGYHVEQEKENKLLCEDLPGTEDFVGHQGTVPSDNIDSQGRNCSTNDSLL
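Tango cells (recombinant beta2-AR, beta-arrestin, tTA-driven luciferase), 1500/well in DMEM 1% FBS, treated 18 h at 37 °C with compounds up to 46 µM; luciferin mix added, luminescence read after 15 min; %activity curves fitted and curve-classed.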
GALK inhibitor = inhibits human galactokinase; recombinant GALK, Kinase-Glo ATP luminescence, 1 h; AID 1347072; Potency, µM (titrated, usually from 57.5 µM), without a hit: at the highest dose activity, negative = inhibition, actives largely listed as inhibitors; 44,000 tested, under 10 active;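 note: plate controls were full GALK reaction for no effect and reaction lacking GALK for full effect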
Target sequence (P51570 whole entry, looked up): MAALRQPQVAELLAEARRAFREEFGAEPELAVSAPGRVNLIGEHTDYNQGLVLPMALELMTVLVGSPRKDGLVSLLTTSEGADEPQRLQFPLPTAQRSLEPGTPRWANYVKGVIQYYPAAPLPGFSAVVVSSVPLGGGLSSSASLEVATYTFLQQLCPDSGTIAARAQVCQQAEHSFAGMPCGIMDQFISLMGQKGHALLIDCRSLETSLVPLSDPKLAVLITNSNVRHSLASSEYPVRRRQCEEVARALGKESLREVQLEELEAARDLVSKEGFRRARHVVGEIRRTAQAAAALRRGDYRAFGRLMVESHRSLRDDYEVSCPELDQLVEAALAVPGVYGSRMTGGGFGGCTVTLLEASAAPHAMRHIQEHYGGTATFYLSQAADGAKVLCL
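5 nM GALK; 35 uM ATP; 100 uM D-galactose; 20 mM HEPES pH 8.0, 5 mM MgCl2, 60 mM NaCl, 1 mM DTT, 0.01% BSA; 1 h RT; Kinase-Glo Plus luminescence.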
p53null 39C kill = kills p53 null cells at the nonpermissive temperature | H1299 p53-null (neo) cells, 39C, ATPlite viability, 24 h | Potency, µM (doses to about 46.1 µM), inactives show at the highest dose activity, negative = cell killing, actives largely listed as cytotoxic | actives 0.97% (n = 55,000) | AID 904;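 note: potency is the fitted concentration of half-maximal effect; 0% = DMSO only and -100% = full killing by 100 µM tamoxifen; nearly all actives have a fitted effect of over 50% in size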
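Cells seeded at 600/well, 37C overnight. Compound added (up to 46 uM), plates shifted to 39C for 24 hr. ATPlite added, luminescence read after 20 min at room temperature.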
NTMT1 inhibitor = inhibitors of human N-terminal methyltransferase NTMT1. Q9BV86. NTMT1 MTase-Glo SAH luminescence, purified enzyme. Potency, µM (top dose mostly 114 µM), for inactives: top-dose activity change, negative = inhibition, actives largely listed as inhibitors. actives 2.5% (n = 59,000);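 note: potency is the fitted concentration of half-maximal effect; plate controls were DMSO vehicle for no effect and no enzyme for full effect; nearly all actives have a fitted effect of over 65% in size; many of its hits are not listed in these tables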
Target sequence (Q9BV86 whole entry, looked up): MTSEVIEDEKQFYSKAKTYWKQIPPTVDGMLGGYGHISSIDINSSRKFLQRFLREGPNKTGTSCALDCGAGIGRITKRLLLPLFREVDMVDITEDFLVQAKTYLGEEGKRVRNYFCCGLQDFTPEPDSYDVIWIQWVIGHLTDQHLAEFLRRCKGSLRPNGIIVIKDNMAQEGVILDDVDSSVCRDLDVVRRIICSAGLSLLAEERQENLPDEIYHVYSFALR
p53null 32C kill = selectivity test: cytotoxicity in p53 null cells, permissive temperature; Potency, µM (doses to about 46.1 µM), inactives show at the highest dose activity change, negative = cytotoxicity, actives largely listed as cytotoxic; actives 0.62% (n = 55,000); H1299-neo p53 null cells, ATP luminescence, 24 h, 32C; AID 903;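 note: potency is the fitted concentration of half-maximal effect; 0% = DMSO only and -100% = full killing by 100 µM tamoxifen; nearly all actives have a fitted effect of over 55% in size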
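Cytotoxicity: H1299-neo (no p53), 32C, 24 h treatment. Concentrations up to 46 uM. Readout cellular ATP, luminescence. Normalization to DMSO basal and tamoxifen 100 uM maximal kill.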
Starred values were filed as active, the others as inactive; ? = inconclusive; nt = not tested or not shown; [ ] = another dose, or the depositor's remark. Calls come from the whole dose curve; as a rule, active = well fitted curve in the direction sought with a large enough effect; inconclusive = small, poorly fitted or top-dose-only effect, or another doubt; inactive = no such curve, though single readings can be large; an effect the other way counts as inactive or inconclusive.

SMILES | TSG101-PTAP inh | FH mod | B2AR arrestin ag | GALK inhibitor | p53null 39C kill | NTMT1 inhibitor | p53null 32C kill
CCOC(=O)c1c(C)oc2nc(C)nc(NCCc3ccc(SC)cc3)c12 | 4% | -7% | 1% | 0% | -6% | -2% | -12%
COC(=O)c1cc2oc3ccccc3c2n1Cc1nc(-c2ccccc2C)oc1C | 2% | -3% | 1% | 1% | 0% | -5% | 0%
CCOCCCn1c(=N)c(C(=O)NC(C)c2ccccc2)cc2c(=O)n3cccc(C)c3nc21 (stereo unspecified) | -2% | 4% | 0% | 1% | -3% | 2% | 11%
Cc1ccc(NC(=O)c2oc3ccccc3c2NC(=O)C2CCCCC2)cc1 | 0% | -34% | 0% | 5% | -8% | 6% | -10%
Cc1cc(C)c(NC(=O)CSc2ccnc(=O)[nH]2)c(C)c1 | -1% | -5% | -1% | -2% | 0% | 2% | 10%
CCN(CC)S(=O)(=O)c1ccc2c(c1)c(=O)c(C(=O)N1CCN(c3ccccc3OC)CC1)cn2C | 2% | -2% | 0% | 2% | 24% | 2% | 0%
Cc1cccc(-c2nc3scc(CCNS(=O)(=O)c4ccc(F)cc4C)n3n2)c1 | -4% | ? | -3% | -2% | -2% | ? | 7%
COc1cccc(CNC(=O)c2sc3nc[nH]c(=O)c3c2C)c1 | 2% | 4% | 0% | 0% | 5% | 0% | 10%
COc1cc(OC)c(Nc2ncnc3onc(-c4cccc(Cl)c4)c23)cc1Cl | -4% | -3% | -2% | -2% | 2% | 10% | 3%
Cc1ccc(NC(=O)CN2C(=O)CC(c3ccc(C)c(C)c3)=Nc3ccccc32)cc1 | -2% | -15% | 1% | 0% | -21% | -3% | -15%
CCOC(=O)c1cc(-c2ccc(C)cc2)n(CC(=O)NC2CCCCCC2)c1C | -2% | 3% | 1% | -1% | -5% | 3% | -5%
COc1ccc(NCc2cc3cc4c(cc3n(CC(=O)Nc3cc(C)ccc3C)c2=O)OCCO4)cc1 | -1% | -1% | -1% | 0% | ? | -4% | -16%
Cc1cc(C)n2nc(CNS(=O)(=O)c3ccc(F)cc3)nc2n1 | -5% | ? | -3% | 4% | -22% | 0% | 5%
CCCCN(C)c1ncnc2c1cnn2-c1cccc(Cl)c1 | -15% | -8% | 4% | 1% | 27% | -1% | ?
O=c1c(S(=O)(=O)c2ccccc2)cn(Cc2cccc(F)c2)c2cc(N3CCOCC3)c(F)cc12 | -1% | -12% | -1% | 2% | -9% | ? | -8%
CC(C)(C)C(=O)Nc1ccc(Cl)c(-c2nc3ccccc3[nH]2)c1 | 0% | -4% | -4% | 0% | 6% | 0% | 0%
CS(=O)(=O)c1ncc(Cl)c(C(=O)Nc2c(C(=O)c3ccc(Cl)cc3)oc3ccccc23)n1 | 0% | ? | 0% | 4% | 2% | -2% | 0%
COc1ccc(-n2nc(C(=O)N3CCN(c4cccc(C)c4)C(C)C3)c3c4ccccc4n(C)c3c2=O)cc1Cl (stereo unspecified) | -3% | 4% | 0% | -2% | 10% | 9% | 1%
Cc1ccc(NC(=O)Cn2ccn(-c3ccccc3)c(=O)c2=O)cc1 | 1% | 9% | 0% | 2% | -14% | 8% | 16%
COc1ccc(NC(=O)c2c(NC(=O)C(F)(F)F)sc3c2CCCCC3)cc1 | 3% | ? | 0% | ? | ? | 0% | ?

Ten of these compounds in another layout.
| structure | TSG101-PTAP inh | FH mod | B2AR arrestin ag | GALK inhibitor | p53null 39C kill | NTMT1 inhibitor | p53null 32C kill |
| --- | --- | --- | --- | --- | --- | --- | --- |
| CCOC(=O)c1cc(-c2ccc(C)cc2)n(CC(=O)NC2CCCCCC2)c1C | -2% | 3% | 1% | -1% | -5% | 3% | -5% |
| COc1ccc(NCc2cc3cc4c(cc3n(CC(=O)Nc3cc(C)ccc3C)c2=O)OCCO4)cc1 | -1% | -1% | -1% | 0% | ? | -4% | -16% |
| Cc1cc(C)n2nc(CNS(=O)(=O)c3ccc(F)cc3)nc2n1 | -5% | ? | -3% | 4% | -22% | 0% | 5% |
| CCCCN(C)c1ncnc2c1cnn2-c1cccc(Cl)c1 | -15% | -8% | 4% | 1% | 27% | -1% | ? |
| O=c1c(S(=O)(=O)c2ccccc2)cn(Cc2cccc(F)c2)c2cc(N3CCOCC3)c(F)cc12 | -1% | -12% | -1% | 2% | -9% | ? | -8% |
| CC(C)(C)C(=O)Nc1ccc(Cl)c(-c2nc3ccccc3[nH]2)c1 | 0% | -4% | -4% | 0% | 6% | 0% | 0% |
| CS(=O)(=O)c1ncc(Cl)c(C(=O)Nc2c(C(=O)c3ccc(Cl)cc3)oc3ccccc23)n1 | 0% | ? | 0% | 4% | 2% | -2% | 0% |
| COc1ccc(-n2nc(C(=O)N3CCN(c4cccc(C)c4)C(C)C3)c3c4ccccc4n(C)c3c2=O)cc1Cl (stereo unspecified) | -3% | 4% | 0% | -2% | 10% | 9% | 1% |
| Cc1ccc(NC(=O)Cn2ccn(-c3ccccc3)c(=O)c2=O)cc1 | 1% | 9% | 0% | 2% | -14% | 8% | 16% |
| COc1ccc(NC(=O)c2c(NC(=O)C(F)(F)F)sc3c2CCCCC3)cc1 | 3% | ? | 0% | ? | ? | 0% | ? |

The main list resumes, repeating the 2 entries before the break.
SMILES | TSG101-PTAP inh | FH mod | B2AR arrestin ag | GALK inhibitor | p53null 39C kill | NTMT1 inhibitor | p53null 32C kill
Cc1ccc(NC(=O)Cn2ccn(-c3ccccc3)c(=O)c2=O)cc1 | 1% | 9% | 0% | 2% | -14% | 8% | 16%
COc1ccc(NC(=O)c2c(NC(=O)C(F)(F)F)sc3c2CCCCC3)cc1 | 3% | ? | 0% | ? | ? | 0% | ?
COc1cccc(-n2c(=O)c3sc4ccccc4c3n(CC(=O)Nc3ccccc3OC)c2=O)c1 | -3% | 0% | 1% | -1% | ? | -2% | -8%
COc1ccc2c(c1)CCc1c(C(=O)Nc3c(C)nn(Cc4ccccc4C)c3C)noc1-2 | 0% | ? | -2% | -2% | 11% | 0% | 21%
COc1cccc(-n2ccnc2SCC(=O)Nc2nc3ccc(C)cc3s2)c1 | 8% | -20% | 0% | 3% | -13% | -16% | ?
CCCCCCNc1ncnc2c1sc1nc(N3CCOCC3)c3c(c12)CCCC3 | -1% | -21% | 1% | 2% | -19% | -6% | -2%
Cc1cccc(NC(=O)c2ccc(F)c(S(=O)(=O)N3CCN(c4ccc(F)cc4)CC3)c2)c1 | -5% | ? | 4% | 3% | -24% | 7% | 6%
CCN1CCN(c2c(S(=O)(=O)c3ccc(C)c(C)c3)cnc3ccc(F)cc23)CC1 | -8% | 5% | 1% | -11% | -7% | -1% | 8%
CCOc1ccccc1C(=O)Nc1ccc(S(=O)(=O)N(Cc2ccccc2)c2ccccc2)cc1 | 8% | -20% | -3% | -3% | -23% | -2% | -1%
CCOC(=O)c1c(S(=O)(=O)N2CCCC(C(=O)N3CCN(c4cccc(C)c4C)CC3)C2)c(C)n(C)c1C (stereo unspecified) | -6% | -21% | -1% | -2% | 92%[activator] | 1% | 11%
COc1cc(C(=O)OCc2cc(=O)n3ccsc3n2)cc(OC)c1OC | -6% | -28% | 0% | 1% | -22% | -8% | 18%
O=C(Nc1nnc(S(=O)(=O)N2CCCC2)s1)c1ccccc1F | -1% | 0% | 1% | -2% | -5% | 23% | 0%
CC(C)c1ccc(N2C(=O)CSC23C(=O)N(Cc2cccc(F)c2)c2ccccc23)cc1 (stereo unspecified) | -5% | -21% | 0% | 1% | 2% | 4% | -2%
CC(C)c1ccc(NC(=O)C2CCCN(S(=O)(=O)c3cccc4nsnc34)C2)cc1 (stereo unspecified) | 2% | -6% | 1% | -1% | 16% | -2% | 9%
CCCC(=O)N1CCc2cc(OC)c(OC)cc2C1COc1ccc(C(=O)OC)cc1 (stereo unspecified) | -14% | -6% | 0% | 0% | 12% | -16% | -5%
CN(Cc1ccc(F)cc1)S(=O)(=O)c1nnc(NC(=O)c2ccc(F)cc2)s1 | -3% | 2% | -1% | 0% | ? | 14% | -30%
Cc1ccc(OCC(=O)Nc2nonc2-c2ccc(C)c(C)c2)cc1C | -1% | -22% | -3% | -9% | 17% | 2% | -10%
CCOC(=O)c1c(NC(=O)/C=C/c2ccc(Cl)cc2)sc2c1CCC(C)C2 (stereo unspecified) | -1% | 9% | 0% | 0% | 4% | ? | -7%
COc1cc(C(=O)Nc2cc(C)c(O)c(-c3nc4cc(Cl)ccc4o3)c2)cc(OC)c1OC | -1% | -2% | 1% | -1% | -11% | 8% | 2%
O=C(CSc1ccc(-c2ccccn2)nn1)Nc1ccc(F)c(F)c1 | 0% | 28% | -1% | -16% | ? | 11% | -10%
O=C1C(c2ccc(F)cc2)N(CCc2ccccc2)C(=O)CN1C1CCCCCC1 (stereo unspecified) | -1% | nt | -1% | -1% | -4% | nt | -9%
COc1cccc(-c2nnc3n(Cc4ccc(C)cc4)c(=O)c4ccccc4n23)c1O | -1% | -16% | -3% | 4% | -4% | -4% | -4%
CCc1cccc(NC(=O)c2nc(-c3ccncc3)no2)c1 | 0% | -4% | -1% | 0% | 1% | -19% | 5%
Cc1ccc2c(c1)cc1c(=O)n(Cc3ccc(Cl)cc3)nc(C)n12 | -7% | -13% | -3% | -1% | -24% | -7% | 4%
Cc1cc(C)cc(NS(=O)(=O)c2ccc3[nH]cc(C(=O)N4CCCCC4)c(=O)c3c2)c1 | -5% | -5% | ? | 0% | 16% | 0% | 7%
CC(=O)c1ccc(NC(=O)Cn2c3ncccc3c(=O)n2-c2ccc(C)cc2)cc1 | -1% | 7% | -1% | 0% | 8% | -8% | 18%
Cc1cc(C)cc(NC(=O)CSc2oc(-c3ccco3)nc2S(=O)(=O)c2ccc(Cl)cc2)c1 | -2% | 10% | 0% | 1% | ? | -2% | ?
COc1ccc2c(c1)sc1ncc(C(=O)NCc3ccc(OC(C)C)cc3)c(=O)n12 | -5% | 5% | 0% | -4% | -2% | ? | 1%
Cc1cc(C)c(NS(=O)(=O)c2ccc(-c3coc(C)n3)cc2)c(C)c1 | 0% | 5% | -1% | -1% | 4% | 10% | 0%
Cc1ccc(CNC(=O)c2cc3c(s2)-c2c(C)cccc2OC3)cc1 | 3% | -1% | 0% | 5% | -4% | ? | -16%
CCOc1ccc(C(=O)N2CCC(c3nc(-c4ccc(S(=O)(=O)N5CCCC5)cc4)no3)CC2)cc1 | -1% | -20% | 0% | 6% | 4% | 4% | 8%
CC(=O)N1CCc2c(sc3c2c(=O)n(-c2ccccc2)c(=O)n3CC(=O)Nc2ccccc2C)C1 | -6% | -1% | 1% | -1% | 9% | ? | 1%
COc1ccccc1CCNC(=O)CCc1c(C)c2cc3c(C)c(C)oc3cc2oc1=O | -1% | -11% | -1% | -8% | -16% | ? | -3%
O=C(Nc1cccc(F)c1)c1ccc(-c2ccccc2)s1 | -3% | 8% | -3% | 7% | ? | 3% | -20%
Cc1cc(=O)n(CC(=O)Nc2ccc(Cl)c(Cl)c2)c(-n2nc(C)cc2C)n1 | -4% | -17% | -2% | -1% | 28% | 24% | 63%[activator]

An excerpt; count on the stated rates, not on these rows.
